Screening results (PubChem BioAssay)
Giardia killer – kills Giardia lamblia | Giardia lamblia trophozoite viability | activity change, % at 7.66 µM, hits read low | hit rate 0.15% among 340,000 | AID 540267; in the data active = activity change below about -80%; inconclusive = between about -30% and that limit;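 also: parasites exposed to compound for two days anaerobically before the ATP read; % is scaled to controls: 0 for no effect and ±100 for the full control effect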
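Trophozoite viability was measured as ATP-dependent luminescence, read 15-30 min after reagent addition. Before that, parasites at 100 cells/well were exposed to compounds for 48 h, anaerobically, at 37 deg C.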
Rab9 prom act – activators of Rab9 promoter. Huh7 Rab9 promoter-luciferase reporter, luminescence, 24 h. Potency, µM (top dose mostly 9.22 µM), without a hit: at the top dose activation, negative = inhibition, most hits filed as activators. hit rate 2.8% among 320,000; also: potency is read from the fitted curve at half-maximal effect; % of control where 0% means no effect; nearly all actives have a fitted effect of over 60% in size
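Rab9 promoter-driven luciferase in stably transfected Huh7 cells; 1500 cells/well rested 2 h, exposed to compound in DMSO for 24 h at 37 °C, 5% CO2. Luminescence read 10 min after adding luciferase reagent at ambient temperature.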
RORgamma inh – blocks mouse ROR gamma transcriptional activity | Potency, µM (titrated, usually from 53.6 µM), without a hit: top-dose activity change, negative = inhibition, actives largely listed as inhibitors | P51450 | Drosophila S2 Gal4-RORgamma UAS-luciferase reporter, 20 h | hit rate 5.4% among 310,000; also: potency is read from the fitted curve at half-maximal effect; % is scaled to controls: 0 for no effect and ±100 for the full control effect; nearly all actives have a fitted effect of over 60% in size
Target sequence (P51450 whole entry, looked up, the tested form may be a part): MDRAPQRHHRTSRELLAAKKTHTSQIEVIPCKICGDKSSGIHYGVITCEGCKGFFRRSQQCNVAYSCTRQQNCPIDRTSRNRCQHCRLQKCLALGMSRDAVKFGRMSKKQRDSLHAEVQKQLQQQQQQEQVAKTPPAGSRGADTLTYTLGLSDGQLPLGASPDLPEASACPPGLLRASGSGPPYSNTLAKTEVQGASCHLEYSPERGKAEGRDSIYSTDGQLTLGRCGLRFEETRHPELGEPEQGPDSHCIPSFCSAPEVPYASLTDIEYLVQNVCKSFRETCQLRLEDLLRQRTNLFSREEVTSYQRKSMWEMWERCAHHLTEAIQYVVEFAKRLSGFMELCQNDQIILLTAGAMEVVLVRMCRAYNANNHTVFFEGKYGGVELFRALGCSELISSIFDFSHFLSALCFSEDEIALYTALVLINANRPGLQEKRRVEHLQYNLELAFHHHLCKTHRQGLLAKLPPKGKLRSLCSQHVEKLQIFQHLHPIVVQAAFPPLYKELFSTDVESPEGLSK
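Drosophila S2 cells stably expressing Gal4-DBD/mouse RORγ fusion under metallothionein promoter plus UAS-luciferase; compound 1 h, then 700 uM CuSO4 induction for 20 h at ambient temperature; inhibition read as reduced luminescence.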
FLuc modulator – inhibits or activates purified firefly luciferase, miR-21 counter-screen; Potency, µM (doses to about 57.5 µM), inactives show at the top dose activity change, negative = inhibition, actives largely listed as inhibitors; AID 588342; hit rate 6.9% among 360,000; purified FLuc, Km substrates, luminescence inhibition; P08659;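 also: potency is read from the fitted curve at half-maximal effect; plate controls were vehicle for no effect and reference inhibitor for full effect; nearly all actives have a fitted effect of over 55% in size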
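Biochemical qHTS of compounds, final roughly 60 µM downward over six points, against 10 nM purified firefly luciferase using Km concentrations of substrates (10 uM D-luciferin, 10 uM ATP) in Tris acetate pH 7.5 buffer; luminescence output.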
ELG1 genotox – inducers of genotoxicity in HEK293T ELG1-luciferase cells; HEK293T ELG1-luciferase reporter, luminescence, 16 h; AID 504466; hit rate 1.3% among 330,000; Potency, µM (doses to about 46 µM), without a hit: at the top dose activity change, positive = activation, most hits filed as activators; also: potency is read from the fitted curve at half-maximal effect; % of control where 0% means no effect; nearly all actives have a fitted effect of over 60% in size
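16 hr compound incubation (37 °C, 5% CO2) of HEK293T cells carrying luciferase-tagged ELG1; luciferase then measured by ONE-Glo luminescence after 30 min at RT.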
Menin MLL FP TR – menin-MLL binding inhibition, Texas Red mutant peptide. O00255. Menin + Texas Red MLL mutant peptide, fluorescence polarization. Potency, µM (doses to about 61.6 µM), for the others: top-dose FP activity change, negative = inhibition, hits mostly inhibitors. hit rate 0.23% among 270,000; active = well fitted inhibition curve with a large enough effect in the polarisation, with a control signal flat, not every such curve was filed as active; inconclusive = small, poorly fitted or top-dose-only effect, or effect the other way, or a change in a side signal; inactive = no such curve, though single readings can be large or run the other way; the % refers to the polarisation; also: potency is read from the fitted curve at half-maximal effect; % of control where 0% means no effect; many of its hits are not listed in these tables
Target sequence (O00255 whole entry, looked up): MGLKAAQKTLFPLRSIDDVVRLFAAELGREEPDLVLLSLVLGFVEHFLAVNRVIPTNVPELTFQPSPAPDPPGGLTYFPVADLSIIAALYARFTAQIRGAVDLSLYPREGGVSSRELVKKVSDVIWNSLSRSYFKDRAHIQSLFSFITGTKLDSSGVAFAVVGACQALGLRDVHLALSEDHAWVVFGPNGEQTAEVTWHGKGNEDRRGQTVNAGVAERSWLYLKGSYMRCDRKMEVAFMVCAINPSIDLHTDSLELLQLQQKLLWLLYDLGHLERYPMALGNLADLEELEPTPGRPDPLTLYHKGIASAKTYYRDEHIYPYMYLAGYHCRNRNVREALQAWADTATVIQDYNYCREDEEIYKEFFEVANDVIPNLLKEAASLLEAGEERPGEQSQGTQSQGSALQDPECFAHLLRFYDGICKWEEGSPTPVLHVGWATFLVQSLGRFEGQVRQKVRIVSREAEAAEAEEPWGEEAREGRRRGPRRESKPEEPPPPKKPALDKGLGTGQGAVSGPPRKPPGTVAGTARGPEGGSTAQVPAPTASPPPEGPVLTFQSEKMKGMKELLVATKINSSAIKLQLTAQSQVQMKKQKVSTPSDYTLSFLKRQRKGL
BRCA1 expr act – BRCA1 expression activation. MCF7-BRCA1-FFLuc reporter, luminescence, 48 h; response scale: scaled: vehicle 0%, 10 µM genistein 100%. hit rate 1.1% among 380,000. Potency, µM (doses to about 46.1 µM), inactives show at the highest dose activation, actives largely listed as activators; also: potency is read from the fitted curve at half-maximal effect; nearly all actives have a fitted effect of over 80% in size; some results filed as inactive show a strong effect at the top dose
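Cells: MCF7-BRCA1-FFLuc, 2000/well. Exposure: 48 h, 37 °C, 5% CO2. Read: luminescence, 15 min post-substrate. Controls: genistein 10 microM (maximal activation), DMSO (neutral).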
Gal4-VP16 FLuc – counter-screen for ROR gamma inhibitors: Gal4-VP16 reporter; Drosophila S2 Gal4-VP16 UAS-luciferase, luminescence, 20 h; Potency, µM (highest dose often 53.6 µM), for inactives: at the highest dose activity, negative = inhibition, actives largely listed as inhibitors; hit rate 3.5% among 310,000; AID 2546;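 also: Gal4-VP16 expression switched on by copper sulfate through the metallothionein promoter; potency is read from the fitted curve at half-maximal effect; % is scaled to controls: 0 for no effect and ±100 for the full control effect; nearly all actives have a fitted effect of over 50% in size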
p53 reactivator – restores transcriptional activity of mutant p53; Potency, µM (series often up to 92.2 µM), without a hit: at the top dose activity change, positive = activation, usual class: activators; H1299 p53-A138V BP100-luciferase reporter, luminescence, 24 h; hit rate 0.063% among 320,000; also: potency is read from the fitted curve at half-maximal effect; % of control where 0% means no effect; nearly all actives have a fitted effect of over 45% in size
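H1299 (p53-null), stable ts p53-A138V + BP100-Luc; 1000 cells/well, Opti-MEM/10% FBS; cpd 4 pt, 1:5; 24 h, 37 deg C, 5% CO2; detection reagent 10 min RT; luminescence.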
PKM2 act – activators of human pyruvate kinase M2. purified PKM2, Kinase-Glo ATP luminescence, activation; response scale: 0% is enzyme alone, no compound. Potency, µM (series often up to 57.5 µM), for the others: at the highest dose activation, usual class: activators. hit rate 0.34% among 260,000; also: potency is read from the fitted curve at half-maximal effect; % is scaled to controls: 0 for no effect and ±100 for the full control effect; nearly all actives have a fitted effect of over 55% in size
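Purified hPK-M2 (>95% pure) converted ADP (0.1 mM final) to ATP with 0.5 mM PEP in 50 mM imidazole pH7.2, KCl, MgCl2, Tween 20, BSA; 1 h at room temperature. ATP detected by Kinase-Glo luminescence.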
NPC1 prom act – activates the NPC1 promoter; Huh7 NPC1 promoter luciferase reporter, 24 h; Potency, µM (doses to about 9.22 µM), without a hit: at the top dose activation, hits mostly activators; hit rate 2.4% among 320,000; AID 485313;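 also: potency is read from the fitted curve at half-maximal effect; % of control where 0% means no effect; nearly all actives have a fitted effect of over 60% in size; reporter is driven by a mutant NPC1 promoter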
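Luminescence read-out of NPC1 promoter-driven luciferase in stably transfected Huh7 cells; compounds delivered in DMSO and left 24 h at 37C, 5% CO2, qHTS titration format.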
* hit, by the source's call; u = inconclusive; x = not tested or not shown; [ ] = another dose, or the depositor's remark. Unless noted, calls follow the shape of the dose curve; as a rule, active = well fitted curve in the direction sought with a large enough effect; inconclusive = small, poorly fitted or top-dose-only effect, or another doubt; inactive = no such curve, though single readings can be large; an effect the other way counts as inactive or inconclusive. Only part of the results is shown (hit frequency here may not be typical).

SMILES	Giardia killer	Rab9 prom act	RORgamma inh	FLuc modulator	ELG1 genotox	Menin MLL FP TR	BRCA1 expr act	Gal4-VP16 FLuc	p53 reactivator	PKM2 act	NPC1 prom act
CCOC(=O)c1c(NC(=O)/C=C\C(=O)O)sc(C)c1-c1ccccc1	-8	2%	u	u	-10%	-23%	-98%[inhibitor]	26%	-7%	0%	-5%
N#Cc1cc2c(=O)n3ccccc3nc2n(CCN2CCOCC2)c1=O	x	-2%	-16%	5%	-4%	10%	x	0%	4%	-3%	-3%
CCc1c(C)sc(NC(=O)Cn2nc(C(F)(F)F)c3c2CCCC3)c1C#N	-5	-4%	52%	-1%	6%	9%	-6%[1.84 µM]	-3%	15%	0%	0%
CCCCc1nc2cc(C(=O)N3CCN(c4nc(C)cnc4C)CC3)ccc2o1	-20	u	u	15µM*	4%	x	u	-16%	u	x	u
CCC1CCCCN1CCCCOc1cccc(Cl)c1 (configuration not stated)	-6	-11%	-23%	0%	-9%	-28%	-25%	2%	-10%	x	0%
O=C(CN(C(=O)c1csnn1)c1ccccc1F)NCc1ccccc1	-15	-1%	-2%	-1%	-1%	-19%	10%	12%	2%	x	-39%[inhibitor]
CCCOc1ccc(C2C(C(=O)OC)=C(C)N=C3SCCC(=O)N32)cc1OCC (configuration not stated)	-18	-7%	-17%	3%	1%	4%	4%	7%	-2%	7%	1%
CCOc1cc(NC(=O)c2ccco2)c(OCC)cc1NC(=O)CCc1ccc(OC)cc1	x	3%	1%	4%	10%	-5%	x	0%	-1%	-6%	8%
CC(=O)Nc1ccc(NC(=O)CS(=O)(=O)Cc2ccccc2)cc1	-14	1%	u	2%	-2%	x	-10%	-2%	-9%	-6%	7%
CC(=O)N1CC[n+]2c(-c3ccc(Cl)cc3Cl)csc21	4	-4%	-29%	u	-4%	-12%	-3%	u	0%	28%	-2%
O=c1[nH]cc(N2CCCCCC2)c(=O)[nH]1	-17	-3%	12%	6%	-2%	x	-16%	-9%	3%	2%	0%
FC(F)(F)c1ccccc1CNCc1ccncc1	35[activator]	-5%	26%	-7%	-4%	13%	-1%	-2%	9%	-4%	0%
CCO[C@H]1OC(C(=O)N2CCOCC2)=C[C@@H](C2CC2)[C@@H]1CCCO	24	2%	23%	-1%	2%	-6%	14%	3%	-3%	1%	-1%
Cc1cc(S(=O)(=O)N2CCOCC2)ccc1OCC(=O)Nc1ccccc1F	4	8%	-28%	-2%	1%	x	0%	-1%	0%	x	5%
O=C(CN1CCCC1)NCC(=O)Nc1ccc(F)cc1	-2	20%	-10%	-2%	-1%	6%	12%	-7%	2%	-8%	-1%
Cc1cc(SCc2ccc(Cl)cc2Cl)nc(=O)[nH]1	-5	-7%	8%	5%	0%	-2%	-27%	0%	-13%	x	-12%
Cc1cccc(N(CC(N)=O)C2SC(=O)NC2=O)c1 (configuration not stated)	-25	1%	1%	0%	-2%	-4%	-11%	-6%	-7%	3%	-8%
CCOc1ccc(NC(=O)COC(=O)c2c(OC)cccc2OC)cc1	20	2%	4%	-11%	1%	2%	-13%	-11%	8%	7%	-4%
Cc1ccc(-n2nc3cc(C)c(N)cc3n2)cc1	-28	1.1µM*	-24%	0.27µM*	u	x	-8%	u	u	-7%	4µM*
CCOc1c(C)cc(S(=O)(=O)NCc2cccnc2)c(C)c1C	-23	-6%	18%	-4%	-6%	-8%	-5%	-6%	1%	3%	-1%
CCCN(CCC)CCSc1nc(O)c(C(C)C)c(=O)[nH]1	11	2%	-18%	1%	2%	1%	0%	-3%	u	11%	-4%
CCOC(=O)c1cnc(SCC(=O)N2CCc3ccccc32)nc1N	1	1%	-21%	3%	9%	18%	26%	6%	25%	-1%	10%
CCOC(=O)c1c(C)[nH]c(C)c1C(=O)COC(=O)c1ccc(OC)cc1	14	-5%	5%	-13%	-12%	11%	13%	-12%	-4%	-1%	-4%
CCOc1ccc(-c2n[nH]c(=S)c3ccccc23)cc1	7	-7%	7.1µM*	0%	1%	u	-12%	10µM*	5%	x	-4%
CC1CCC(N2CCN(S(C)(=O)=O)CC2)CC1 (configuration not stated)	-12	0%	2%	-2%	-6%	2%	4%	-3%	10%	-10%	-1%
(listing goes on)
SMILES	Giardia killer	Rab9 prom act	RORgamma inh	FLuc modulator	ELG1 genotox	Menin MLL FP TR	BRCA1 expr act	Gal4-VP16 FLuc	p53 reactivator	PKM2 act	NPC1 prom act
CCN(Cc1ccccc1)S(=O)(=O)c1ccc(C(=O)N(CCCN(C)C)c2nc3cc4c(cc3s2)OCO4)cc1	0	-2%	u	5%	-5%	x	-68%	u	28%	0%	-1%
Cc1coc2cc3oc(=O)cc(C)c3cc12	-6	0%	3%	1%	3%	-12%	62%	-5%	7%	1%	-1%
CCn1c(O)c(N=NC(=O)Cc2csc(N3CCOCC3)n2)c2ccccc21	0	-6%	0%	2%	-8%	2%	-23%	-16%	1%	-1%	-3%
Cc1ccccc1OCCC(=O)Nc1ccc(F)c(Cl)c1	8	2%	5.6µM*	-5%	-1%	u	-19%	4.5µM*	13%	3%	-4%
O=S(=O)(Nc1nccs1)c1ccc2c(c1)OCCO2	2	-2%	0%	1%	1%	2%	5%	3%	-1%	u	2%
CN(CC(=O)Nc1ccc(F)c(Cl)c1)S(=O)(=O)c1cccc2nsnc12	-9	-7%	124%	1%	-8%	u	-25%	0%	-6%	7%	1%
CC(C)CNC(=O)c1cccc(NC(=O)CCc2ccccc2)c1	-18	1%	-1%	-9%	-1%	-1%	3%	7%	-1%	1%	1%
CCCCN1C(=O)c2ccc(C(=O)OCC(=O)N3CCN(c4ccccc4)CC3)cc2C1=O	-24	-6%	x	3%	0%	x	16%	x	8%	x	-3%
COc1ccc(-c2noc(CCC(=O)NCCCN3CCC(C)CC3)n2)cc1	3	-2%	-19%	2%	2%	-2%	-1%	16%	3%	1%	1%
COCCCN1C(=O)C(=O)/C(=C(/O)c2ccc(OCC(C)C)cc2C)C1c1cccnc1 (configuration not stated)	2	-4%	-41%[0.365 µM]	-1%	-9%	-12%	-1%	x	12%	-1%	-1%
CC(C)(C)C1(O)CC(C(F)(F)F)=NN1C(=O)Cc1ccc([N+](=O)[O-])cc1 (configuration not stated)	-18	-3%	u	-18%	-12%	-13%	-36%	-8%	8%	1%	-3%
Cc1onc(-c2ccccc2)c1C(=O)NCC1CCCO1 (configuration not stated)	19	-1%	-14%	5%	1%	14%	-22%	-1%	-2%	1%	2%
CCCCC(=O)Nc1cccc(NC(=O)c2cccnc2Cl)c1	18	1%	-3%	-6%	0%	x	-19%	1%	-5%	-7%	-2%
O=C(CSc1nnc(-c2cccc(F)c2)o1)N1CCCC1	0	u	-6%	u	8%	x	107%	2%	18%	x	u
Cc1ccc(NC(=O)CN(C)C(=O)CSc2nnc(N)s2)cc1	-5	-1%	x	2%	1%	x	4%	x	0%	x	-3%
CCC(CC)COC(=O)C1=C(C)NC(=O)NC1c1ccc2c(c1)OCO2 (configuration not stated)	-24	0%	u	1%	0%	-4%	-2%	1%	-3%	-2%[11.5 µM]	3%
CCOc1ccccc1NC(=O)c1cc(-c2ccccn2)nc2ccccc12	11	5%	x	7%	-2%	x	-30%	x	-13%	x	0%
COC(=O)c1ccc(COc2ccc(C(C)(C)C)cc2)o1	-11	0.35µM*	79%	17µM*	u	1%	5%	-27%	6%	x	0.71µM*
Cc1ccc2[nH]c3c(c2c1)CCCC3C(N)=O (configuration not stated)	-13	-8%	14%	0%	4%	-12%	-22%	-3%	2%	1%	-1%
COC(=O)C1CCN(Cc2cn(-c3ccccc3)nc2-c2ccc3c(c2)OCO3)CC1	3	-3%	6%	u	-3%	-7%	-2%	-24%	-12%	-2%	-1%
COc1ccccc1Nc1ncnc2nc[nH]c12	-11	3%	2%	-11%	-15%	3%	28%	6%	3%	3%	1%
CC(C)(C)c1ccc(Cn2c(=N)n(CC(O)c3ccco3)c3ccccc32)cc1 (configuration not stated)	-24	-9%	u	6%	-12%	u	-87%	u	-10%	-1%	-9%
Cc1cc(C)c(OCC(=O)OCC(=O)NCc2cccs2)c(C)c1	-19	-5%	x	3%	-3%	x	-24%	x	4%	x	-2%
O=C(NCc1ccccc1)c1noc2c1CCCCC2	8	1.6µM*	-2%	21µM*	u	-14%	10%	5%	u	-2%	3.5µM*
COc1ccc(C2N3CC4(C)CN2CC(C)(C3)C4O)cc1 (configuration not stated)	8	-2%	8%	-1%	1%	-23%	-1%	-6%	3%	-11%	0%
